Screens deposited in PubChem BioAssay by National Center for Advancing Translational Sciences (NCATS).
Gal4-VP16 FLuc: VP16 counterscreen qHTS for inhibitors of ROR gamma transcriptional activity. Drosophila S2 Gal4-VP16 UAS-luciferase, luminescence, 20 h. 310,000 tested, 3.5% active. Potency, µM (titrated, usually from 53.6 µM), for the others: at the highest dose activity, negative = inhibition, most hits filed as inhibitors;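 also: Gal4-VP16 expression switched on by copper sulfate through the metallothionein promoter; nearly all actives have a fitted effect of over 50% in size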
RORgamma inh: qHTS for inhibitors of ROR gamma transcriptional activity; AID 2551, 2010; 310,000 tested, 5.4% active; Drosophila S2 Gal4-RORgamma UAS-luciferase reporter, 20 h; Nuclear receptor ROR-gamma (Mus musculus), P51450; Potency, µM (series often up to 53.6 µM), for inactives: at the highest dose activity change, negative = inhibition, hits mostly inhibitors; also: nearly all actives have a fitted effect of over 60% in size
Target sequence (P51450 whole entry, looked up, the tested form may be a part): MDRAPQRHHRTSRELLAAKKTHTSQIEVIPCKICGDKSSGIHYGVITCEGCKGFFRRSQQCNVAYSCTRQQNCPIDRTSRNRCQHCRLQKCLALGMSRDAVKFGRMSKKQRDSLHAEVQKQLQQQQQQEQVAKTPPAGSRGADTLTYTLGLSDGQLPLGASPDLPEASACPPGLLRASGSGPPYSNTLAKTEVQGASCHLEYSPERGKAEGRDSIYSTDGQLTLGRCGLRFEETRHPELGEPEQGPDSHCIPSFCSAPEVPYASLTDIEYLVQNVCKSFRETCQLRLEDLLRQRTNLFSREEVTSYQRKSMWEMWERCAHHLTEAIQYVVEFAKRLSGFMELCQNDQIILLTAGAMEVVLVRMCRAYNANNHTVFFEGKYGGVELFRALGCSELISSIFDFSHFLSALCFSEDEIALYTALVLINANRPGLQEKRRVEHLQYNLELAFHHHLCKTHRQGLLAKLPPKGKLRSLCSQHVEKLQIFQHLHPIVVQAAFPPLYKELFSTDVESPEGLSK
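Drosophila Schneider cells stably carrying a metallothionein-driven Gal4 DBD–ROR gamma fusion and a UAS-Photinus luciferase reporter were exposed to compound for 1 hr, then induced with copper sulfate (700 uM final) for 20 hr at ambient temperature before luminescence reading.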
* hit, by the source's call; ? = inconclusive; & = joins results of further samples; [ ] = dose if it differs, or a comment. Calls follow the shape of the dose curve; as a rule, active = well fitted curve in the direction sought with a large enough effect; inconclusive = small, poorly fitted or top-dose-only effect, or another doubt; inactive = no such curve, though single readings can be large; an effect the other way counts as inactive or inconclusive. % is scaled to controls: 0 for no effect and ±100 for the full control effect; potency is read from the fitted curve at half-maximal effect. Some of the compounds tested. The share of hits here may be higher or lower than overall.

SMILES	Gal4-VP16 FLuc	RORgamma inh
C=C(C)C1CC=C(C)C(OC(C)=O)C1 (stereo unspecified)	-11%	15%
CC(C)(c1cc(Br)c(OCC(Br)CBr)c(Br)c1)c1cc(Br)c(OCC(Br)CBr)c(Br)c1 (stereo unspecified)	-9%	-20%
CCC/C=C(\CCC)C(NC(=O)c1ccc(-c2ccccc2)cc1)c1ccc(C(=O)OC)cc1 (stereo unspecified)	3%	-12%
CC(C)ON(C(C(=O)NO)C(C)C)S(=O)(=O)c1ccc(-c2ccccc2)cc1 (stereo unspecified)	?	10µM*
CO[C@H]1COC(=O)C/C=C\[C@H](C)[C@@H](OC)COC(=O)[C@H](Cc2ccccc2)NC(=O)C/C=C\[C@@H]1C	0%[10 µM]	-9%[10 µM]
CC(=O)Nc1ccc(SCC(Cc2ccccc2)N2CCN(CC(C)C)CCC2=O)cc1 (stereo unspecified)	4%	13%
COC(=O)C1=C(C)NC(C)=C(C(=O)OCCSc2ccccc2)C1C (stereo unspecified)	?	?
O=C(O)c1ccc(-c2ccccc2C(F)(F)F)s1	-12%[96.6 µM]	-3%[96.6 µM]
CN1CCN(c2ncc3nc(-c4cc(F)cc(F)c4)c(=O)n(Cc4cccs4)c3n2)CC1	-1%	0%
CCN(CC)CCC(c1ccc(N(C)C)cc1)c1c(OC)cc(OC)c2c(C)cc(=O)oc12 (stereo unspecified)	-9%	?
Clc1ccccc1CNCC1CCC(CNCc2ccccc2Cl)CC1 (stereo unspecified)	-12%	-17%
COC1=CC(C)C2CC3OC(=O)CC4C(C)=C(OC)C(=O)C([C@]2(C)C1=O)[C@]34C (stereo partly specified)	-8%	21%
COC(=O)N1CCC[C@@]2(CCN(c3ccncc3)C2)C1	8%	-8%
CC(=O)N1CCC2(CC1)CCN(C(c1ccccc1)c1ccccc1)CC2	-9%	-5%
Cc1noc(C)c1-c1nccc(N(C)C)n1	-18%	-41%
O=c1cnc2cnc(OCc3ccccc3)nc2n1CCc1ccccc1	-4%	42%
CCC(Cc1c(I)cc(I)c(O)c1I)C(=O)O (stereo unspecified)	2%	6%
CN1CCCC1CCO[C@@](C)(c1ccccc1)c1ccc(Cl)cc1 (stereo partly specified)	-5%	3%
NC(=O)CCC1NC(=O)C(Cc2ccccc2)NC(=O)C(Cc2ccc(O)cc2)NC(=O)CCSSCC(C(=O)N2CCCC2C(=O)NC(CCCN=C(N)N)C(=O)NCC(N)=O)NC(=O)C(CC(N)=O)NC1=O (stereo unspecified)	0%	5%
CC(C)c1ccccc1S(=O)(=O)c1cc(N)c2ncccc2c1[N+](=O)[O-]	10%	-35%

Among those listed so far, these have a thiophene ring, fused or not.
SMILES	Gal4-VP16 FLuc	RORgamma inh
O=C(O)c1ccc(-c2ccccc2C(F)(F)F)s1	-12%[96.6 µM]	-3%[96.6 µM]
CN1CCN(c2ncc3nc(-c4cc(F)cc(F)c4)c(=O)n(Cc4cccs4)c3n2)CC1	-1%	0%

(listing goes on)
SMILES	Gal4-VP16 FLuc	RORgamma inh
O=C1CSC2(CCN(CCCN3c4ccccc4Sc4ccc(Cl)cc43)CC2)N1	-15%	3%[10 µM]
CCN(CC)CCCCn1c(-c2ccccc2)nc2c(Nc3ccccc3)nc(C)nc21	-3%	-3%
CN1CCN(c2ncc3nc(-c4ccc(F)cc4)c(=O)n(Cc4cccs4)c3n2)CC1	2%	?
O=S(=O)(O)CC(S)CS (stereo unspecified)	-5%	15%
Cc1ccc(C2CC(=O)Oc3c(C(C)C)ccc(C)c32)cc1 (stereo unspecified)	-10%	-12%
Cc1nc2cnc(Nc3ccccc3)nc2n(Cc2cccs2)c1=O	-9%	?
CCCn1c(-c2ccc(F)cc2)nc2c(NCC3CCCN3CC)nc(C)nc21 (stereo unspecified)	-6%	-12%
Cc1cc(O)cc(=O)o1	-20%	-6%
CC(=O)OC1CC(OC(C)=O)[C@]2(C)C(CC(OC(C)=O)[C@@]3(C)C4=CC(=O)OC(c5ccoc5)[C@]4(C)CCC32)C1(C)C (stereo partly specified)	2%	22%
CC(C)(C)CC(C)(C)c1ccc(O)c(-n2nc3ccccc3n2)c1	-5%	-8%
CC12CCC(C[N+](C)(CCC[N+](C)(C)C)C1)C2(C)C (stereo unspecified)	5%	2%
COc1ccc(OC2C(O)COC2/C=C/C#Cc2ccc(F)cc2F)cc1 (stereo unspecified)	-6%&-2%[10 µM]	-33%&-19%[10 µM]
C[C@@H](C(=O)Nc1ccc2ccccc2c1)[C@@H]1C[C@@]1(C)[C@@H](NC(=O)Oc1ccc(F)cc1)c1ccccc1	-5%	-29%
CC1=C(/C=C/C(C)=C/C=C/C(C)=C/C=C/C=C(C)/C=C/C=C(C)/C=C/C(=O)[C@]2(C)C[C@@H](O)CC2(C)C)C(C)(C)C[C@H](O)C1	2%	?
COc1cc2c(cc1O)CCN[C@@]21CS[C@H]2c3c(OC(C)=O)c(C)c4c(c3C(COC1=O)N1C2C2c3c(cc(C)c(OC)c3O)CC([C@@H]1O)N2C)OCO4 (stereo partly specified)	0.45µM*	0.14µM*
CCCn1c(C)nc2c(Nc3ccccc3)nc(C)nc21	8%	-37%
COc1ccc(C2/C=C\CC(NC(=O)OCC3c4ccccc4-c4ccccc43)CC(=O)N2Cc2cccc(F)c2)cc1 (stereo unspecified)	-6%[40.7 µM]	3%[40.7 µM]
CNc1ncnc2ccc(-c3cccc(OC)c3)cc12	-12%	37%
CC(=O)OCC(NC(=O)C(C)NC(=O)OC(C)(C)C)C1OC(n2ccc(=O)[nH]c2=O)C(OC(C)=O)C1OC(C)=O (stereo unspecified)	-5%	31%
O=c1cnc2cnc(Nc3ccccc3)nc2n1C[C@H]1CCCO1	?	-37%
CN(C)c1ccc(-c2c(C3C4C=CCCC4(C)C(=O)N3Cc3ccccc3)ccc3ccccc23)cc1 (stereo unspecified)	-1%	-1%
CC(C)C[C@@H](CC(=O)N[C@@H](CCCN)CC(=O)N[C@@H]1CCNC[C@H]1C(=O)N[C@H](CC(=O)N[C@@H](CCC(=O)O)CC(=O)O)Cc1c[nH]c2ccccc12)NC(=O)[C@@H]1CCCC[C@H]1N	-5%	0%
CCCCC/C=C\C/C=C\CCCCCCCC(=O)NC(C)C(=O)O (stereo unspecified)	-8%	-16%
CO[C@H]1COC(=O)[C@@H](Cc2ccccc2)NC(=O)[C@@H](C)COC(=O)C/C=C\[C@@H]1C	3%[10 µM]	-15%[10 µM]
O=c1cnc2cnc(Nc3ccccc3)nc2n1CCc1ccccc1	-6%	3%
CC1(C)OC2CC3C4CCC5=CC(=O)CCC5(C)C4(F)C(O)CC3(C)[C@]2(C(=O)CCl)O1 (stereo partly specified)	-10%	10µM*
Clc1ccc(Sc2cc(Cl)c(Cl)cc2Cl)cc1	-1%	-12%
COc1ccc2c(c1)O[C@H](c1ccc3c(c1)OCO3)[C@@H](OC(=O)NS(=O)(=O)c1ccc(F)cc1)C2=O	7%	0%
CCCCCCCCCCCCCCCCCC(=O)OC[C@@H](O)[C@H]1OC[C@H](O)[C@H]1O	4%	-6%[10 µM]
COC(=O)NC(c1cccc(C)c1)[C@]1(C(C)=O)CCOC1=O (stereo partly specified)	-7%[10 µM]	-8%[10 µM]

Printed as active in RORgamma inh, among the entries above:
Molecule,RORgamma inh
CC(C)ON(C(C(=O)NO)C(C)C)S(=O)(=O)c1ccc(-c2ccccc2)cc1 (stereo unspecified),10µM*
COc1cc2c(cc1O)CCN[C@@]21CS[C@H]2c3c(OC(C)=O)c(C)c4c(c3C(COC1=O)N1C2C2c3c(cc(C)c(OC)c3O)CC([C@@H]1O)N2C)OCO4 (stereo partly specified),0.14µM*
CC1(C)OC2CC3C4CCC5=CC(=O)CCC5(C)C4(F)C(O)CC3(C)[C@]2(C(=O)CCl)O1 (stereo partly specified),10µM*

Other entries:
SMILES	Gal4-VP16 FLuc	RORgamma inh
O=C(OCC1OC(OC(=O)c2cc(O)c(O)c(OC(=O)c3cc(O)c(O)c(O)c3)c2)[C@@H](OC(=O)c2cc(O)c(O)c(OC(=O)c3cc(O)c(O)c(O)c3)c2)C(OC(=O)c2cc(O)c(O)c(OC(=O)c3cc(O)c(O)c(O)c3)c2)C1OC(=O)c1cc(O)c(O)c(OC(=O)c2cc(O)c(O)c(O)c2)c1)c1cc(O)c(O)c(OC(=O)c2cc(O)c(O)c(O)c2)c1 (stereo partly specified)	?	?
COc1c(O)cc2c(-c3ccccc3)cc(=O)oc2c1OC	3%	?
CC(=O)OCC(=O)[C@]1(O)C(OC(C)=O)CC2C3CCC4=CC(=O)C=C[C@@]4(C)[C@]3(F)C(O)C[C@]21C (stereo partly specified)	-11%	12%
COc1ccc2c(=O)c(C)c(-c3ccccc3)oc2c1CN(C)C	-3%	23%
COc1cc(OC)c2c(c1Cl)OC1(C2=O)C(O)=CC(=O)CC1C (stereo unspecified)	-6%	-5%
C=C(C)C(=O)c1ccc2c(c1)OCO2	0%	24%
O=S(=O)(c1ccccc1)N1CCC2(CCCN(Cc3ccncc3)C2)CC1	1%	-16%
C=CC[C@@H]1C=C[C@@H](O/N=C\c2ccc(C(=O)N3[C@H](c4ccc(C)cc4)[C@@H](C)CC[C@H]3C(=O)OC)cc2)[C@@H](CO)O1	-10%[10 µM]	-1%[10 µM]
CCCCC[C@H](O)/C=C/[C@@H]1[C@@H](CC(=O)CCC(=O)O)[C@@H](O)C[C@H]1O	-4%	-8%
COC(=O)C/C=C\[C@@H](C)[C@@H](/C=N\OCC[C@@H]1C=C[C@H](OC(C)=O)[C@H](COC(C)=O)O1)OC	9%[10 µM]	14%[10 µM]
CC(C)(C)CC(C)(C)c1ccc(OCCO)cc1	?	34%
COc1ccccc1CN1CCCC2(CCN(C(=O)c3csnn3)CC2)C1	7%	-1%
CC(=O)/C=C\C1[C@]2(C)CCCC(C)(C)C2CC[C@@]1(C)O (stereo partly specified)	-4%	9%
c1ccc(Nc2nc(-c3ccc4c(c3)OCO4)nc3ccccc23)cc1	4%	24%
OCC1O[C@H](Oc2ccc(O)cc2)C(O)C(O)C1O (stereo partly specified)	-7%	0%
COC(=O)c1ccc(C(NC(=O)OCc2ccccc2)/C(=C/[C@@H](C)C(=O)N(C)Cc2cccnc2)c2cccnc2)cc1 (stereo partly specified)	-6%	24%
CCCCC[C@H](O)/C=C/C=C\C=C\C=C\[C@@H](O)[C@@H](O)CCCC(=O)O	1%	-4%
C[C@@]1(C(NC(=O)c2ccccc2)c2ccc(-c3ccccc3)cc2)C[C@H]1C1CCCCC1 (stereo partly specified)	0%	9%
COc1ccc(CNc2ccnc(-c3ccccc3OC)n2)c(OC)c1	0%	22%
CC1=C2C(=CO[C@H](C)[C@H]2C)C(=O)C(C(=O)O)=C1O	-1%	8%
NNc1nnc(NN)c2ccccc12	7%	-6%
N#Cc1ccccc1-c1ccc2ncnc(NCc3ccccc3)c2c1	-7%	10%

Quoted from the listing, seven compounds:
SMILES	Gal4-VP16 FLuc	RORgamma inh
COC(=O)c1ccc(C(NC(=O)OCc2ccccc2)/C(=C/[C@@H](C)C(=O)N(C)Cc2cccnc2)c2cccnc2)cc1 (stereo partly specified)	-6%	24%
CCCCC[C@H](O)/C=C/C=C\C=C\C=C\[C@@H](O)[C@@H](O)CCCC(=O)O	1%	-4%
C[C@@]1(C(NC(=O)c2ccccc2)c2ccc(-c3ccccc3)cc2)C[C@H]1C1CCCCC1 (stereo partly specified)	0%	9%
COc1ccc(CNc2ccnc(-c3ccccc3OC)n2)c(OC)c1	0%	22%
CC1=C2C(=CO[C@H](C)[C@H]2C)C(=O)C(C(=O)O)=C1O	-1%	8%
NNc1nnc(NN)c2ccccc12	7%	-6%
N#Cc1ccccc1-c1ccc2ncnc(NCc3ccccc3)c2c1	-7%	10%
